KLF5 inhibitor: inhibitors of KLF5 expression | hit rate 0.23% among 290,000 | inhibition, % at 5 µM | DLD-1 KLF5 promoter-luciferase reporter, luminescence;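 active = inhibition above a per-plate limit of that plate's mean compound inhibition plus 3 SD, cut at about 60% in these data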;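 also: 0% = DMSO wells and 100% = LY294002 at 200 µM; higher means less KLF5 promoter-driven luciferase light; inactives centre near -14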
HSF1 inhib: HSF1 inhibition. hit rate 0.77% among 300,000. AID 2098. NIH3T3-HGL HSE-luciferase, MG132-induced, luminescence 8 h; stronger effect = lower value. activity change, negative = inhibition, % at 7.5 µM (by protocol);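 active = more than half of replicate wells show activity change below -50%, luminescence cut by over half; inconclusive = some wells, but at most half, below -50%; inactive = no replicate well below -50%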;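 also: luciferase reports HSF-1 transcriptional activity via heat shock element; 0% = median of DMSO wells and -100% = zero luminescence signal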
IEC-6 tox: IEC-6 cytotoxicity, counter-screen for KLF5 inhibitors; luminescence viability; inhibition, % at 5 µM; hit rate 0.78% among 290,000; AID 1825; in the data active = inhibition above about 22%;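 also: 0% = plate median of test compound wells and 100% = cytotoxic reference compound wells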
Platelet DG rel: platelet dense granule release activity | human platelet-rich plasma, SFLLRN dense granule ATP release, luminescence | inhibition, %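 (compounds screened at 7.5 µM in platelet-rich plasma)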 | hit rate 0.22% among 300,000;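 active = mean replicate score, as percent of positive control, at or above 50; inconclusive = mean below 50 but at least one replicate at or above 50; inactive = mean and every replicate below 50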
HSP90 refold inh: inhibitors of HSP90 luciferase refolding in rabbit reticulocyte lysate; luciferase refolding luminescence, 3 h; inhibition, % at 5.6 µM; hit rate 0.91% among 290,000; AID 1789;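 active = inhibition above the screen-wide mean plus 3 SD, computed separately per campaign, cut at about 16% in these data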;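 also: 0% = DMSO wells and 100% = 60 µM geldanamycin wells; inhibitors lower the luminescence because luciferase stays unfolded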
AI-2 QS modul: Vibrio harveyi AI-2 quorum sensing modulation; Vibrio harveyi JMH597 AI-2 luminescence/OD600 ratio, 9 h; stronger effect = lower value; strain lacks LuxN and CqsS sensors; 0 = neutral-control median; activity change, % at 7.5 µM; hit rate 0.4% among 300,000; AID 2094; in the data active = activity change below about -75%, passing the limit was not always enough; inconclusive = no clear call, values can overlap the other calls;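 also: luminescence divided by OD600 gain over 9 h not by final OD600 alone; inactives centre near 13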
aSyn 5UTR inh: 5' untranslated region of α-synuclein, MLPCN primary screen; inhibition, % (tested at 7.5 µM); hit rate 0.82% among 300,000; alpha-synuclein 5'UTR reporter, inhibitor activity; in the data active = inhibition above about 60%; inconclusive = no clear call, values can overlap the other calls;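 also: H4 neuroglioblastoma cells stably carrying SNCA 5'UTR luciferase fusion; 0% = DMSO wells and 100% = positive control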
HDAC3 inhib: inhibitors of human histone deacetylase 3; recombinant HDAC3, fluorogenic peptide/trypsin coupled, fluorescence; inhibition, % at 8.3 µM; hit rate 0.15% among 320,000; in the data active = inhibition above about 26%, passing the limit was not always enough; inconclusive = no clear call, values can overlap the other calls
Target sequence (O15379 whole entry, looked up): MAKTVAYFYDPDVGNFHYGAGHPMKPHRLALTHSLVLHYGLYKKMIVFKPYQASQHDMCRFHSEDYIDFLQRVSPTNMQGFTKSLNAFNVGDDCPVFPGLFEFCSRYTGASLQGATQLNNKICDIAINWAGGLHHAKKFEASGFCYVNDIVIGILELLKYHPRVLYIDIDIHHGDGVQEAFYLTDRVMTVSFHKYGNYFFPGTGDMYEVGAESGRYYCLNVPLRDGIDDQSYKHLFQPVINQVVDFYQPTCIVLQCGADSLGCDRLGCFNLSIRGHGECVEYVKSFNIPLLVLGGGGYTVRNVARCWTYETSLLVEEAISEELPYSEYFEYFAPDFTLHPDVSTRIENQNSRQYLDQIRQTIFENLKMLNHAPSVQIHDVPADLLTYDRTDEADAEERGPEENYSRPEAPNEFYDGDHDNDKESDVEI
HSF-1 act: increases HSF-1 driven luciferase reporter signal; hit rate 1.7% among 300,000; AID 504408; activation, % at 9 µM; NIH3T3-HGL HSF-1 luciferase reporter, MG132, 8 h; 100% = twice DMSO control signal;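 active = mean replicate activation of at least 50% with a set share of replicates each reaching 50%; inconclusive = only one of those two conditions met; inactive = mean below 50% and too few replicates reaching it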;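 also: 0% = median of the neutral control wells and 100% = twice that signal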
HIF activator: HIF pathway transcriptional activation; hit rate 0.32% among 300,000; activation, % at 7.5 µM (by protocol); U2OS HRE-luciferase reporter, luminescence; normalized: DMSO 0%, desferrioxamine 100%;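 active = mean activation of at least 10% of the iron chelator positive control signal, with at least half of replicates also reaching 10%; inconclusive = mean and replicate majority disagree about reaching 10%; inactive = mean and most replicates under 10%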
Numbers without * were called inactive; ? = inconclusive; / = not tested or not shown. Outcome played no part in choosing rows, and some 5% of all compounds hit somewhere here.

SMILES	KLF5 inhibitor	HSF1 inhib	IEC-6 tox	Platelet DG rel	HSP90 refold inh	AI-2 QS modul	aSyn 5UTR inh	HDAC3 inhib	HSF-1 act	HIF activator
COc1ccc(NS(=O)(=O)c2ccc(O)c(C(=O)OCC(=O)Nc3ccc4c(c3)OCCO4)c2)cc1	-29.5	5.1	-1.4	10.2	-2.5	32.6	3.0	4.2	6.2	0.2
O=C(C[n+]1cccc(/C=N/O)c1)N1CCCc2ccccc21	-13.2	-3.8	-1.5	-1.6	0.6	7.1	-12.9	-2.0	-23.2	-0.2
O=C(CC(C(=O)O)c1ccc(Cl)cc1)c1ccc(Br)cc1 (stereo not drawn)	-3.0	-4.8	3.2	0.0	0.3	37.3	-2.1	1.1	-19.3	-0.6
Cc1cccc(NC(=O)CSc2nc(C3CC3)nc3ccccc23)c1	-4.8	27.0	3.0	1.0	-0.5	15.1	-19.9	-7.9	?	0.4
CCCCOc1ccc(/C=N/Nc2cc(N3CCOCC3)nc(C)n2)cc1	-43.3	-7.9	0.7	-6.8	0.1	7.8	-16.4	2.1	-2.5	-38.9
CC(OC(=O)C1=COCCO1)C(=O)Nc1ccccc1C#N (stereo not drawn)	-20.9	-4.8	1.6	-22.2	-4.1	21.9	-18.0	-4.6	2.3	0.0
O=C(CN1C(=O)C2C3C=CC(C3)C2C1=O)N1CC=C(c2ccccc2)CC1 (stereo not drawn)	-15.0	-3.1	3.6	-5.2	-1.9	30.0	-13.2	2.2	-0.6	-0.1
CC1CCN(c2nnc(N3CCC(C)CC3)c3ccccc23)CC1	-8.6	-7.2	1.8	-4.7	5.5	9.8	8.0	6.2	0.4	0.0
Cc1ccc(Nc2nc(N3CCOCC3)c3ccccc3n2)cc1	-33.2	1.8	11.1	?	-0.6	21.2	-13.0	3.4	0.8	0.1
c1cncc(-c2nnc(-c3cccs3)o2)c1	-52.9	-38.9	-5.0	4.8	-4.3	7.5	-53.4	-48.0	-51.5	3.6
COc1cc(C)ccc1OCCOCCOc1ccccc1Br	-14.1	0.1	3.3	0.9	-2.3	3.9	-24.4	0.9	24.3	-0.3
O=C(c1ccc(S(=O)(=O)N2CCOCC2)cc1)N1CCOCC1	-15.7	-3.5	0.0	-1.6	3.3	16.1	1.8	-4.7	-13.2	0.1
O=C(NC(=S)NC1CCCCC1)c1ccc(Cl)cc1	-183.4	26.2	0.3	8.4	-4.7	6.8	-160.0	5.2	?	4.1
O=C(Cc1ccc([N+](=O)[O-])cc1)N1N=C(c2ccncc2)CC1(O)C(F)(F)F (stereo not drawn)	-10.1	2.8	-3.0	25.8	-3.1	11.2	22.2	3.4	-1.1	-1.4
CN(C)S(=O)(=O)c1ccc(C(=O)Nc2cc3c(cc2C(=O)O)OCCCO3)cc1	5.8	-6.7	1.6	15.6	-1.4	17.7	6.0	-1.2	-13.2	-1.3
O=C(Nc1cccc(-c2csc(Nc3ccc(Cl)cc3)n2)c1)c1cccc(C(F)(F)F)c1	/	15.1	/	1.5	/	22.0	-70.9	3.7	19.3	1.7
O=C(NCCOc1cccnc1)c1ccc(OC2CCN(Cc3ccccn3)CC2)cc1	-8.0	-2.4	99.8*	0.6	0.7	1.8	95.3*	2.3	-6.2	0.3
COc1ccc(S(=O)(=O)N2CC(=O)Nc3ccccc32)cc1C	-18.6	-4.3	-2.2	-2.8	-1.8	8.5	9.0	-0.4	13.3	-0.4
O=C(c1cccs1)N1CCC(c2ccccc2)C1 (stereo not drawn)	-210.1	20.1	0.5	6.9	2.1	-1.3	-139.8	/	16.0	3.1
O=c1c(S(=O)(=O)c2ccc(Cl)cc2)cn(Cc2ccccc2)c2ccc(F)cc12	7.3	7.5	6.8	-12.5	1.0	4.7	29.7	-0.3	32.5	-0.4
CN(CCCNC(=O)CN1C(=O)CC(C)(C)S(=O)(=O)c2ccccc21)C1CCCCC1	-27.6	-3.1	-1.0	-4.3	-2.7	30.7	3.6	-1.1	-7.0	-0.4
Cc1ccc(/C=C\c2nccc3c2[nH]c2ccccc23)cc1	-13.9	17.2	21.7	7.5	3.2	18.8	-124.8	1.2	11.8	4.0
CCOc1ccc(CNC(=O)c2ccco2)cc1	-23.9	-1.7	3.1	-6.0	0.3	22.8	-23.6	-0.3	5.0	0.6
Cc1ccc2nc(-c3ccncc3)cc(C(=O)Nc3ccc(F)cc3C)c2c1	-39.1	1.0	-2.0	1.0	-2.4	9.6	17.0	3.9	4.3	-0.1
O=C(NCCCCc1ccccc1)c1ccccc1Cl	-57.1	-9.0	-7.1	3.3	-2.3	-11.0	-57.8	-9.7	0.8	2.7
Cc1[nH]nc2c1C(C(C)C)C(C#N)=C(N)O2 (stereo not drawn)	-28.2	-0.9	6.8	-3.3	1.0	-6.0	-9.1	-1.0	15.9	-0.2
Cc1ccc(S(=O)(=O)NCCC(=O)NCc2cccnc2)cc1	-20.8	-3.7	-8.6	1.8	-5.2	19.1	13.4	-2.0	5.3	0.0
O=C(Oc1ccc2ccc(=O)oc2c1)c1ccc([N+](=O)[O-])cc1	-8.3	-0.5	2.2	-4.8	1.2	9.3	-16.3	-16.1	-8.5	-0.4
Cc1cc(C)nc(NS(=O)(=O)c2ccc(NC(=O)c3snnc3C)cc2)n1	-4.4	-0.2	5.6	1.3	1.1	0.8	15.8	-5.5	-11.1	-0.4
COc1ccccc1-c1cc(C(=O)N2CCc3ccccc3C2)c2ccccc2n1	-21.2	8.5	4.9	1.2	0.3	14.1	22.8	2.8	-8.2	-0.2
COc1ccc(NC(=O)c2nc3nccc(C)n3n2)cn1	-101.5	-1.4	-3.5	13.7	2.8	15.5	-72.3	3.3	2.9	0.8
Cc1cc(C)cc(NC(=O)[C@@H](NC(=O)c2ccco2)C(C)C)c1	-7.7	-4.2	0.3	-1.4	-0.1	28.6	13.5	2.7	-2.2	0.0
O=S(=O)(c1ccccc1Oc1ccc(Cl)cc1Cl)N1CCCCC1	-8.1	/	6.5	/	3.5	21.8	/	0.3	/	/
O=C(COC(=O)c1ccc(S(=O)(=O)N2CCc3ccccc3C2)cc1)NC1CCS(=O)(=O)C1 (stereo not drawn)	-23.8	-10.1	-1.2	-0.7	-2.3	3.9	4.7	-0.1	-0.5	-0.4
Cc1nc2[nH]c(=S)n(C)c(=O)c2nc1C	-14.1	-2.3	-1.7	0.1	0.8	28.9	-1.3	6.1	-0.6	2.2
Cc1ccccc1NC(=S)NCCc1c[nH]c2ccccc12	-17.9	1.8	-3.2	7.2	10.2	19.3	-39.4	-3.9	26.6	0.1
Cc1ccc(SC[C@H](Cc2ccccc2)N2CC[C@@H](C)CCC2=O)cc1	0.9	1.1	-4.0	0.7	-0.6	14.0	-4.7	6.0	2.5	-1.2
CC1(C)CN(c2ccccc2)N(C(=O)c2ccc(C#N)cc2)C1=O	-2.0	/	-4.7	-2.9	4.4	8.8	/	5.7	/	/
CC(O)CN(Cc1ccc(Cl)cc1)CC(C)O (stereo not drawn)	-17.1	-8.8	-7.4	2.4	-3.1	7.8	19.8	-4.4	-7.3	-0.4
CCOc1ccc(S(=O)(=O)Nc2ccc(C(=O)NCCCN3CCCC3=O)cc2)cc1	/	-0.7	/	1.7	/	18.8	12.0	-4.6	4.3	-0.1
COc1ccc(CCNC(=O)/C(=C/c2cccnc2)NC(=O)c2ccccc2)cc1	8.7	0.0	4.3	1.0	1.1	1.8	-12.7	3.2	16.8	0.1
CCOc1ccc(-n2c(=O)c3sccc3n(CC(=O)NCCc3ccc(OC)c(OC)c3)c2=O)cc1	-6.0	-5.5	-1.9	2.7	-5.3	43.4	18.2	-2.3	-19.0	0.2
O=C(O)c1nn2c(c1Br)NC(c1ccccc1)CC2C(F)(F)F (stereo not drawn)	-6.8	2.1	1.0	-2.9	-0.2	18.8	-9.6	-2.2	-2.4	0.0
Cn1nnc(NCc2cc(Br)ccc2OCc2ccccc2F)n1	-8.7	4.7	4.5	2.6	2.9	10.6	18.4	4.0	13.8	-0.4
O=c1c2cc(Cl)ccc2[nH]c(=S)n1Cc1ccco1	3.8	0.4	-2.0	8.2	1.7	14.1	18.6	-2.7	-2.2	0.0
COc1ccc(-c2nnc3ccc(SCC(=O)NCC4CCCO4)nn23)cc1 (stereo not drawn)	-11.9	30.5	-2.3	-0.3	9.6	2.0	36.0	1.4	95.3*	-0.3
COc1ccc(NC(=O)C2CC(=O)N(CCc3ccc(F)cc3)C2)c(OC)c1 (stereo not drawn)	-17.8	-1.8	3.7	3.1	-2.1	17.8	1.7	4.9	-8.8	-0.3
Cc1cccc(NC(=O)c2c([N+](=O)[O-])cnn2C)c1	-5.0	2.6	6.4	0.5	3.5	14.5	7.4	-1.1	-2.4	0.2
O=C(NCc1ccc(N2CCCC2=O)cc1)c1cn(CCc2ccccc2)nn1	-5.6	-7.3	-3.8	1.3	-0.6	4.6	-19.0	3.7	1.0	-0.1
COc1ccc(OC)c(CC(=O)N2CCc3cc(OC)c(OC)cc3C2)c1	-1.2	-1.3	0.4	-3.5	-3.8	-17.2	2.9	-0.3	-0.1	0.4

Structures listed so far shown as hits in aSyn 5UTR inh:
canonical_smiles,KLF5 inhibitor,HSF1 inhib,Platelet DG rel,HSP90 refold inh,AI-2 QS modul,aSyn 5UTR inh,HDAC3 inhib,HSF-1 act
O=C(NCCOc1cccnc1)c1ccc(OC2CCN(Cc3ccccn3)CC2)cc1,-8.0,-2.4,0.6,0.7,1.8,95.3*,2.3,-6.2

Next part
SMILES	KLF5 inhibitor	HSF1 inhib	IEC-6 tox	Platelet DG rel	HSP90 refold inh	AI-2 QS modul	aSyn 5UTR inh	HDAC3 inhib	HSF-1 act	HIF activator
COc1ccc(Oc2coc3cc(OC(=O)N4CCOCC4)ccc3c2=O)cc1	0.3	-6.0	1.2	-1.1	0.8	7.1	-15.2	15.3	-9.7	-0.1
CCCCn1c(N)c(N(CC(C)C)C(=O)CSCc2ccc(Cl)c(Cl)c2)c(=O)[nH]c1=O	/	4.3	/	23.3	/	38.0	3.2	/	5.9	-0.4
CC(C)(C)NC(=O)/C(=C\c1ccco1)NC(=O)c1ccco1	-33.4	-10.2	-6.9	-9.2	3.6	0.1	1.7	6.0	10.0	-41.4
CC(C)(C)N1CC(c2nc3ccccc3n2Cc2ccccc2)CC1=O (stereo not drawn)	-6.9	-3.2	6.2	10.5	4.3	8.2	14.1	-1.3	4.8	-0.2
O=C(CSc1nnc(-c2ccc3c(c2)OCO3)o1)Nc1ncc(Cl)cc1Cl	-25.5	14.6	4.7	14.6	1.0	14.0	-41.5	10.0	19.7	1.1
Cc1cccc(NS(=O)(=O)c2cc([N+](=O)[O-])ccc2C)n1	-38.2	-1.4	-2.5	-1.0	-0.8	7.3	-0.9	-5.4	8.9	-0.7
Cc1cccc(N(CC(=O)Nc2ccc(CC#N)cc2)S(C)(=O)=O)c1	-27.7	-1.8	-3.3	1.6	-3.0	5.5	2.7	0.1	12.9	-2.6
CCCCC1(CO)C(=O)N(c2ccccc2)N(c2ccccc2)C1=O	-23.1	-2.5	5.2	-12.8	-4.3	5.9	4.1	-2.3	0.6	-0.2
COc1ccc(C2CC2/C(C)=N/OC(=O)C2CC2)cc1 (stereo not drawn)	-33.4	8.6	-0.5	-8.6	-0.8	12.3	9.0	0.4	9.9	0.1
